High-throughput results as filed in PubChem BioAssay.
TPT1 inh: C. albicans TPT1 enzyme inhibition; 0.81% of 300,000 active; recombinant caTPT1, FP RNA substrate dephosphorylation; inhibition, % at 5 µM;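 active = inhibition above the mean of all tested compounds plus 3 SD, set per screening campaign, cut at about 24% in these data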;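 note: plate controls were DMSO alone for no effect and ferristatin control at 100 nM for full effect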
PP1 inh: PP1-alpha (human) inhibition in PP5 counter-screen | P62136 | purified PP1alpha, OMFP fluorescence | AID 2235 | inhibition, % at 6.7 µM | 0.9% of 320,000 active;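 active = inhibition above the mean inhibition of all tested compounds plus 3 SD, computed separately for each screening campaign, cut at about 15% in these data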
Target sequence (P62136 whole entry, looked up): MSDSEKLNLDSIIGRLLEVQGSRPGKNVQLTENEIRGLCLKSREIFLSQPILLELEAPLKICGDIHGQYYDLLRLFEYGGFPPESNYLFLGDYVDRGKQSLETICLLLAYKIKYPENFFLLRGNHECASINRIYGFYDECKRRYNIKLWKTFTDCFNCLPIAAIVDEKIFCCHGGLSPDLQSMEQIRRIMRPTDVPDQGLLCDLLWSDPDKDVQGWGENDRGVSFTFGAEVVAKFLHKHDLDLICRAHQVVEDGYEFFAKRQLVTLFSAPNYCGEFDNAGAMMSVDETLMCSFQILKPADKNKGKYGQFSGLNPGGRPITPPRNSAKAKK
CTSL1 counter: counter-screen for PFM18AAP inhibitors: inhibitors of F. hepatica cathepsin L1. inhibition, % at 5.96 µM. 0.49% of 300,000 active. recombinant F. hepatica cathepsin L1, Z-Leu-Arg-MCA fluorescence. AID 1906;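 active = inhibition above the mean of all tested compounds plus 3 SD, set per screening campaign, cut at about 17% in these data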;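 note: 0% = plate median of test compound wells and 100% = 1 µM Z-Phe-Ala-diazomethylketone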
HCV core dimer: blocks dimerization of HCV core protein | AID 1899 | 0.33% of 300,000 active | inhibition, % at 5 µM | TR-FRET GST/Flag-core106 dimerization, 1536-well;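 active = inhibition above the mean of all tested compounds plus 3 SD, set per screening campaign, cut at about 45% in these data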
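Material: GST/Flag-tagged HCV core106 proteins. Incubation: 4 h, 22.5 °C incubation. Read-out basis: inhibition (%) from 671 over 617 nm ratio. Measured by: TR-FRET, excitation 340 nm, emission 617 and 671 nm.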
procasp3 activ: activates human procaspase-3 | recombinant procaspase-3 D3A, Ac-DEVD-pNA absorbance 405 nm | 0.11% of 330,000 active | P42574 | activation, % at 8.5 µM | AID 463141;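 active = activation above the mean of all tested compounds plus 3 SD, cut at about 21% in these data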;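 note: 0% = DMSO alone and 100% = DMSO wells spiked with extra 5 µM PC-3 D3A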
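Assay system: Autoprocessing-dead procaspase-3 D3A mutant enzyme; also added: Ac-DEVD-pNA; doses: one concentration, 8.5 µM nominal, 0.8% DMSO; times: 1 h compound preincubation, 2 h substrate hydrolysis at 25 °C; technique: 405 nm absorbance of p-nitroaniline, reads at 0 and 120 min; measure: % activation between DMSO and enzyme-spiked controls; repeats: single replicate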
PP5 inh: inhibitors of human protein phosphatase 5 (PP5); P53041; purified PP5c, OMFP substrate fluorescence; inhibition, % at 6.7 µM; 0.18% of 320,000 active; AID 1987;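 active = inhibition above the campaign's mean inhibition across all tested compounds plus 3 SD, cut at about 9.5% in these data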;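 note: 0% = DMSO only and 100% = 100 µM cantharidin control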
Target sequence (P53041 whole entry, looked up): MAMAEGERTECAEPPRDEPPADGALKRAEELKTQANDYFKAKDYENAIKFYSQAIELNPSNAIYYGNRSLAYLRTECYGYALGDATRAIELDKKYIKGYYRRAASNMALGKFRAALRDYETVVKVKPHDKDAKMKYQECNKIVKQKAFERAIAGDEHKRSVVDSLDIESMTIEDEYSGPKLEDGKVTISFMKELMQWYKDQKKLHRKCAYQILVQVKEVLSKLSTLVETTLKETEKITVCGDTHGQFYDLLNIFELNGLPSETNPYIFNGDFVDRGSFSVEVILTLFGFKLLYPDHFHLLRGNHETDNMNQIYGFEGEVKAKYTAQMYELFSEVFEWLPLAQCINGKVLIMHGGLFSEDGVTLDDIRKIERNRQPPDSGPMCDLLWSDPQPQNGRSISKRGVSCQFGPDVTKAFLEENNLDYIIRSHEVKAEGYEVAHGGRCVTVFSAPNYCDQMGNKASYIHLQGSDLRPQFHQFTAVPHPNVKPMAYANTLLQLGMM
Efflux pump inh: antifungal efflux pump inhibition, Nile Red retention; 0.44% of 330,000 active; AID 485275; S. cerevisiae Candida pump triplex; inhibition, % at 10 µM;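 active = plate passing quality check with inhibition over a set limit, or well fluorescence over plate mean plus 4 SD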;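 note: Nile Red retained in pooled yeast measured as flow cytometry median fluorescence; 0% = buffer negative control and 100% = Enniatin B positive control; higher means more Nile Red kept so more efflux inhibition; some compounds called inactive have numbers as strong as hits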
JMJD2C inh: inhibitors of human GASC-1 (JMJD2C) demethylase. Q9H3R0. GST-JMJD2C(1-420) H3K9me3 demethylation, DELFIA europium. inhibition, % at 2.35 µM. 0.069% of 330,000 active;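 active = more than half of a compound's replicate wells show inhibition beyond 50%, single wells judged on their own value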;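 note: signal counts dimethyl H3K9 product captured on neutravidin plate; 0% = median of DMSO wells and 100% = 0.3 times that DMSO median; strong numbers were not always called active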
proCasp7 act: counter-screen for procaspase-3 activators: activators of human procaspase-7; 0.093% of 330,000 active; recombinant procaspase-7, Ac-DEVD-pNA absorbance 405 nm; D23A/D198A/D206A triple mutant, cannot self-cleave; scale: DMSO 0, 5 µM enzyme 100; activation, % at 8.5 µM;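 active = percent activation above the screen-wide mean plus 3 SD, cut at about 25% in these data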
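Assay system – Uncleavable procaspase-7 mutant enzyme · Quantity – 2 µM procaspase-7 mutant as dispensed · Times – 1 h preincubation, 2 h reaction · Dosing – single nominal 8.5 µM compound dose, 0.8% DMSO final · Buffer or medium – Zinc-free 50 mM HEPES buffer, pH 7.4, with NaCl and Triton X-100 · Detection – Epi-absorbance of released pNA at 405 nm, two timepoints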
* = called active by the depositor; . = no result given; & = joins results of further samples.

SMILES	TPT1 inh	PP1 inh	CTSL1 counter	HCV core dimer	procasp3 activ	PP5 inh	Efflux pump inh	JMJD2C inh	proCasp7 act
COc1cc2c(cc1OC)CN(C(=O)CSc1ccccc1C)CC2	.	.	.	.	-3	.	0.2	2	-8
O=C(NCc1cccnc1)[C@@H]1CC=C[C@@H]2CCN(Cc3ccc(Cl)c(Cl)c3)C(=O)[C@@H]21	2	1	0	-3	5	2.5	.	3	-4
C#CCNC(=O)C1=C[C@@H](c2ccc(C(F)(F)F)cc2)C[C@@H](OCc2ccc(CO)cc2)O1	-2	1	3	-7	3	5.1	.	-3	7
Cn1ccnc1Sc1ccc(/C=N/NC(=O)c2ccccc2[N+](=O)[O-])cc1[N+](=O)[O-]	-3	-1	1	7	-3	1.4	0.0	87	0
CCCC(c1nnnn1CC(=O)OCC)N(Cc1cc2ccc(C)cc2[nH]c1=O)C1CCCC1 (stereo unspecified)	1	-1	4	17	-6	1.3	0.0	1&6	-4
CC(Sc1nnnn1-c1ccccc1)C(=O)Nc1ccc(Cl)cn1 (stereo unspecified)	3	-4	-3	6	-4	-0.9	-0.2	3	11
COc1cc(NC(=O)CN(C)S(=O)(=O)c2ccc3c(c2)CC(C)N3C(C)=O)cc(OC)c1OC (stereo unspecified)	-1	-2	-5	9	9	0.8	-0.1	-3	1
CCN(CC)c1nc2ccccc2nc1-n1nc(C)cc1C	4	-3	4	2	1	0.3	0.1	-3	-14
Cc1ccc(-c2cc3ccccc3nc2N)cc1	-2	0	-11	0	5	2.3	0.1	2	-3
O=C(CCc1ccc(S(=O)(=O)N2CCOCC2)cc1)N1CCN(Cc2ccc3c(c2)OCO3)CC1	2	-3	-3	0	3	0.5	0.1	2	3
O=C(CSc1nc2ccccc2o1)N1CCN(S(=O)(=O)c2ccc3ccccc3c2)CC1	-1	4	-3	15	-3	4.2	0.5	-1	-3
Cc1ccc(NC(=O)CN2CCCC2c2cccn2C)cc1C (stereo unspecified)	.	.	.	.	1	.	0.1	0	-5
Cn1nc(C(F)(F)F)c(-c2ccc(Br)cc2)c1NC(=O)CSCC(=O)O	-5	-4	-3	0	-1	1.4	-0.1	5	-1
CSc1nc(N)nc2c1ncn2CC(=O)NCc1ccccc1	.	.	.	.	6	.	-0.1	-54	8
Cc1cccnc1NC(=O)c1ccc(NS(=O)(=O)/C=C/c2ccccc2)cc1	4	1	4	-1	12	-2.5	0.0	-9	6
CC(=O)C1=C(C)N(CC2CC2)C(=O)N[C@H]1c1ccccc1	3	-8	2	-5	-6	-2.6	-0.1	-5	-8
O=C1C=CC(=O)C(C2=C3C(=O)N(CCc4ccccc4)CC(=O)N3CCC2)=C1	-6	-3	2	16	-17	1.4	0.0	5	-47
COc1cccc(NC(=O)c2cn(C)c(=O)c3cc(OC)c(OC)cc23)c1	2	-3	8	4	-7	1.5	0.0	6	-11
O=c1[nH]c(/C(Cl)=C/c2cccc(C(F)(F)F)c2)nc2cc(Cl)ccc12	-3	0	1	1	-10	2.3	0.0	-11	-2
CSc1nncc(/C(C)=N\Nc2cccc(C)c2)n1	-3	-2	2	7	-7	0.9	0.2	-19	2
CC(NC(=O)CNC(=O)C1CCCCC1)c1ccc(S(N)(=O)=O)cc1 (stereo unspecified)	-2	3	-1	-4	4	0.9	-0.1	-7	6
COc1cccc(C2c3[nH]c4ccccc4c3CCN2Cc2cnc(C)s2)c1OC (stereo unspecified)	-2	3	1	0	-3	2.5	-0.5	11	-7
O=C(CSc1nnc2sc3ccccc3n12)N1CCN(c2ccccc2)CC1	-1	-5	1	4	-7	-0.9	0.2	-7	8
O=C(Cn1nc(-c2ccc(Cl)cc2)c2ccccc2c1=O)NN1CCOCC1	-2	-3	0	-1	-2	-0.3	0.0	-9	-2
Cc1ccc(OCCNS(=O)(=O)c2ccc(N3CCCC3=O)cc2)cc1C	-2	1	1	-2	1	0.6	-0.1	0	16

Single values from the entries so far:
CSc1nncc(/C(C)=N\Nc2cccc(C)c2)n1 in CTSL1 counter is entered as 2
CCCC(c1nnnn1CC(=O)OCC)N(Cc1cc2ccc(C)cc2[nH]c1=O)C1CCCC1 (stereo unspecified) in CTSL1 counter is entered as 4
Cn1ccnc1Sc1ccc(/C=N/NC(=O)c2ccccc2[N+](=O)[O-])cc1[N+](=O)[O-] in PP5 inh is entered as 1.4
COc1cc2c(cc1OC)CN(C(=O)CSc1ccccc1C)CC2 in Efflux pump inh is entered as 0.2
Cn1nc(C(F)(F)F)c(-c2ccc(Br)cc2)c1NC(=O)CSCC(=O)O in PP1 inh is entered as -4
C#CCNC(=O)C1=C[C@@H](c2ccc(C(F)(F)F)cc2)C[C@@H](OCc2ccc(CO)cc2)O1 in HCV core dimer is entered as -7

Remaining list, next part.
SMILES	TPT1 inh	PP1 inh	CTSL1 counter	HCV core dimer	procasp3 activ	PP5 inh	Efflux pump inh	JMJD2C inh	proCasp7 act
COc1cc(OC)c(C(=O)NCC2CCCO2)cc1OC (stereo unspecified)	-3	-3	-6	-2	4	0.8	0.0	1	7
O=C(COc1cc2oc(=O)c3c(c2cc1Cl)CCC3)Nc1ccc(CN2CCOCC2)cc1	-4	-4	-5	-7	3	1.7	0.3	25	2
CC1(C)C2(C#N)C(N)=NC3(OCCO3)C12C#N (stereo unspecified)	0	-2	1	-3	-1	1.6	0.1	7	5
COc1ccc(C23NCCN2C(=O)c2ccccc23)cc1 (stereo unspecified)	0	2	6	-3	6	1.4	-0.1	2	-3
CC1(C)O[C@@H]2C[C@H]3[C@@H]4C[C@H](F)C5=CC(=O)CC[C@]5(C)[C@H]4[C@@H](O)C[C@]3(C)[C@]2(C(=O)CO)O1	-1	3	-3	8	0	-1.1	0.0	6	7
Cc1ccc(S(=O)(=O)NC23CC4CC(CC(C4)C2)C3)cc1	.	-1	.	.	11	4.6	0.8	-7	0
COc1cc(/C=N/Nc2nc3ccccc3s2)ccc1OC(=O)c1ccccc1F	-1	-10	7	-13	-5	0.8	0.0	3	6
O=C(c1ccccc1Cl)N(C(=O)c1ccccc1Cl)c1nccc(-c2cccs2)n1	-1	-2	-2	8	1	1.8	0.0	-4	12
COc1ccc(/C=C2/C(=O)N(c3c(F)c(F)c(F)c(F)c3F)N=C2C)cc1	2	2	1	-8	6	-0.2	0.3	8	-7
COc1cccc(NCc2cc(=O)oc3cc(-c4ccccc4)c(O)cc23)c1	-1	4	0	13	-6	1.8	0.0	-10	8
CCOC(=O)CSc1ccc(S(=O)(=O)N(CC)CC)cc1[N+](=O)[O-]	-4	4	3	5	-21	-2.2	0.1	8	-16
CCCCn1c(N)c(N(CCOC)C(=O)c2c(-c3ccccc3)noc2C)c(=O)[nH]c1=O	2	-4	5	-1	12	0.8	-0.1	142	-6
CCOC(=O)Cn1c2ccc(F)cc2c2nc(C)sc21	6	0	-1	-4	-3	-1.7	0.0	-3	-7
Cc1ccc(C)c(N(C(=O)c2csnn2)C(C(=O)NC2CCCCC2)c2ccncc2)c1 (stereo unspecified)	-5	-2	-2	-7	4	-0.3	0.1	11	3
COC(=O)[C@H](C)NC(=O)Nc1ccc(C)c(C)c1	-5	1	-1	-4	-6	1.1	0.1	-4	11
O=C(OC1CCOC1=O)c1cc(-c2ccccc2)nc2ccccc12 (stereo unspecified)	-3	5	-11	1	4	1.0	-0.1	-3	0
Cc1nc(SCC(=O)NC(=O)NCc2ccccc2)nc(C)c1C	4	1	0	3	-1	2.2	-0.4	-8	4
CNC(=O)Nc1cc(C)nn1C	0	0	-3	-4	3	3.6	-0.1	-3	-4
Cc1ccc(C#CC[N+]2(CC#Cc3ccc(C)cc3)CCCCC2)cc1	-2	-1	5	-4	6	2.5	-0.3	6	9
O=C1CCC/C1=C\Nc1ccc(Cl)c([N+](=O)[O-])c1	0	-5	6	3	-5	0.4	0.1	11	-4
COc1ccc(-c2ccnc3[nH]n(-c4ccccc4)c(=O)c23)cc1	-1	-3	2	-23	-2	2.0	0.0	8	-14
CCCCCCCCCCOC(=O)Cn1c(COc2ccccc2OC)[n+](C)c2ccccc21	-5	34*	5	-6	-4	1.3	0.4	11	12
COc1ccccc1NC(=O)Cn1c2ccc(F)cc2c2nc3n(c(=O)c21)CCS3	-4	6	2	7	13	1.4	0.1	0	-3
Cc1nc(CSc2nnc(Nc3cccc(C)c3C)s2)cs1	-2	-2	-1	7	8	0.0	-0.1	3	2
CCOC(=O)C1=C(C)N(CC(C)C)C(=O)/C1=C\c1ccc(OCC(=O)Nc2ccccc2)cc1	4	6	0	24	-1	3.8	0.0	2	3
The results go on:
SMILES	TPT1 inh	PP1 inh	CTSL1 counter	HCV core dimer	procasp3 activ	PP5 inh	Efflux pump inh	JMJD2C inh	proCasp7 act
CN1CCc2c(sc3c2c(=O)n(-c2ccc(Cl)cc2)c2nncn32)C1	-2	-1	0	-1	-19	-0.2	0.0	-4	-9
CCCc1ccc(C(=O)O/N=C(\N)c2ccccn2)cc1	-1	0	1	-10	5	3.1	-0.1	-4	7
CCOC(=O)c1c(C)[nH]c(C(=O)COC(=O)CNC(=O)c2ccccc2Cl)c1C	-1	2	-5	-6	3	2.1	0.4	1	5
Cc1cc(C(=O)NNC(=O)c2nn(C)c(=O)c3ccccc23)c(C)o1	-1	-1	3	2	3	-0.9	-0.1	3	4
Clc1ccc(C2CC(c3cccs3)n3ncnc3N2)cc1Cl (stereo unspecified)	-3	8	2	6	-5	0.2	-0.1	-1	11
CCOc1ccc(N2CC(C(=O)NCCN3C(=O)S/C(=C\c4ccc(OC)cc4)C3=O)CC2=O)cc1 (stereo unspecified)	6	-6	11	13	-2	0.9	-0.3	13	-5

Two neighbouring compounds already listed, quoted:
SMILES	TPT1 inh	PP1 inh	CTSL1 counter	HCV core dimer	procasp3 activ	PP5 inh	Efflux pump inh	JMJD2C inh	proCasp7 act
CN1CCc2c(sc3c2c(=O)n(-c2ccc(Cl)cc2)c2nncn32)C1	-2	-1	0	-1	-19	-0.2	0.0	-4	-9
CCCc1ccc(C(=O)O/N=C(\N)c2ccccn2)cc1	-1	0	1	-10	5	3.1	-0.1	-4	7
